Myeloid diff MLP: induction of myeloid progenitor differentiation, primary screen, cell-based, flow cytometry, MLPCN library; ER-HoxA9 myeloid progenitors, lysozyme-GFP differentiation; calls only at 10 µM; 360,000 tested, 1% active;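 active = normalized GFP-positive differentiation at or above the plate's own cutoff, the solvent-only control mean plus 3 SD; inconclusive = no clear call, values can overlap the other calls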;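 also: cells exposed to compound for four days before flow analysis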
Myeloid diff MLP GFP+ MAC1+ %: further read-out of Myeloid diff MLP, marked with its call; GFP+ MAC1+ double positive, %; measured here: differentiation confirmed by MAC1 staining
The depositor's hits bear a star; i = inactive; ? = inconclusive; · = not tested or not shown; + = active, no number. An excerpt, so the mix of outcomes need not match the whole.

| Structure | Myeloid diff MLP | Myeloid diff MLP GFP+ MAC1+ % |
| --- | --- | --- |
| CCOC(=O)C1C(C(=O)OC)=C(C2=CCCCC2)c2ccccc2N1S(=O)(=O)C(F)(F)F (stereo not given) | i | 0.8 |
| Cc1ccc(F)cc1-c1nc(NC(C)C)nc2cc(-c3ccccc3)sc12 | i | 1.2 |
| C=CC[C@@H](CC(=O)N[C@H](CO)Cc1ccccc1)C(=O)N[C@H](COC(=O)[C@@H](CC=C)Cc1ccc(F)cc1)C(C)(C)C | i | 3.4 |
| OCC1OC(n2cnc3ncccc32)C(O)C1O (stereo not given) | i | 1.1 |
| Cc1ccccc1CN1CC2=C(CCN(Cc3ccccc3)C2=O)N2CCN=C12 | ? | · |
| CCN(CC)C(=O)c1cccc(-c2csc(C(C)(NC(C)=O)c3ccc(OC)cc3)n2)c1 (stereo not given) | i | 1.3 |
| COC(=O)c1cc(NC(=O)COC(=O)CN2C(=O)C3CC=CCC3C2=O)cc(C(=O)OC)c1 (stereo not given) | i | 0.5 |
| CC1OC(c2ccccc2)OC2COC(c3ccccc3)OC12 (stereo not given) | i | 0.9 |
| CCOC(=O)C1CCN(C(=O)c2ccc(C)o2)CC1 | i | 2.0 |
| CCCc1ccc(S(=O)(=O)N2CCN(C(=O)CN3C(=O)NC(C)(C4CC4)C3=O)CC2)cc1 (stereo not given) | i | 2.1 |
| COc1ccc(NC(=O)Nc2cccc3c2O[C@H](CN(C)S(=O)(=O)c2cccs2)[C@@H](C)CN([C@H](C)CO)C3=O)cc1 | i | 1.6 |
| CC(C)NC(=O)C1(C)CN(S(C)(=O)=O)CC(=O)N1CCc1ccccc1F (stereo not given) | i | 1.2 |
| Cc1cc(OCC(=O)OCC(=O)c2ccc[nH]2)ccc1Cl | i | 1.1 |
| O=C(CCl)N1CCN(C(=O)C2COc3ccccc3O2)CC1 (stereo not given) | i | 3.9 |
| CC1ON=C(c2ccccn2)N(Cc2ccc3c(c2)OCO3)C1=O (stereo not given) | i | 1.8 |
| CCOC(=O)C1=C(C)c2ccccc2OC1(C(=O)OCC)C(C)C (stereo not given) | i | 0.4 |
| C[C@H]1CN([C@@H](C)CO)C(=O)CCCn2cc(nn2)CO[C@@H]1CN(C)C(=O)Nc1cccc(Oc2ccccn2)c1 | i | 0.2 |
| CN(C(=O)c1ccc(NC(=O)Cc2cccc(NC(=O)C3CCN(C(=O)C4CCCCC4)CC3)c2)cc1)C1CC1 | i | 0.2 |
| CCN(C(=O)COC(=O)c1c(NC(C)=O)sc(C)c1C)c1c(N)n(Cc2ccccc2)c(=O)[nH]c1=O | i | 1.6 |
| CC(=O)Nc1cc2c3ccccc3ccc2c2ccccc12 | i | 1.5 |
| C[C@@H]1CN([C@@H](C)CO)C(=O)c2cc(C#Cc3cccc(F)c3)cnc2O[C@H]1CN(C)C(=O)C1CCCCC1 | i | 0.6 |
| Cc1cc(C)c(NC(=O)CNC(=O)c2ccc3ncsc3c2)c(C)c1 | i | 0.2 |
| Cc1ccc(NC(=O)c2ncn(CC(=O)NCc3nc4ccccc4[nH]3)n2)cc1C | i | 1.7 |
| Cc1ccccc1S(=O)(=O)NC(=O)C1(C)CCN1C(=O)c1ccccc1CCc1ccccc1 (stereo not given) | i | 0.7 |
| CCOc1ccc(N(C)S(=O)(=O)c2ccc(C)c(C(=O)NCc3cccs3)c2)cc1 | i | 0.4 |
| CCc1nc2ccc(C(=O)NCc3ccc(OC)cc3)cn2c1N(CC)Cc1cccc(Br)c1 | i | 1.1 |
| CCOC(=O)C1=CCN(S(=O)(=O)c2cccc(Cl)c2)C1c1ccccc1 (stereo not given) | i | 0.9 |
| COc1ccc(/C=C/C(=O)OCC(=O)N(C)c2c(N)n(Cc3ccccc3)c(=O)[nH]c2=O)cc1OC | i | 0.5 |
| COc1cccc(C(=O)NCCN2CCC(n3c(=O)[nH]c4ccccc43)CC2)c1 | i | 1.3 |
| COc1ccc2[nH]cc(CCNC(=O)/C=C/[C@H]3O[C@@H](n4cc(C)c(=O)[nH]c4=O)C[C@@H]3O)c2c1 | i | 1.1 |
| CCc1ccc(C(=O)OCC(=O)Nc2c(C)n(C)n(-c3ccccc3)c2=O)cc1 | i | 0.5 |
| O=C(Nc1ccc(C(=O)N2CCOCC2)cc1)C1CCCC1 | i | 0.4 |
| CC(C(=O)NC(C)(C)C)n1c(C(c2ccccc2)c2ccccc2)nc2ccccc21 (stereo not given) | i | 5.4 |
| Cc1cc(C)n2c(Nc3c(C)cccc3C)c(CC(C)C)nc2n1 | i | 1.0 |
| COCC(=O)N[C@H]1CC[C@@H](CC(=O)OC)O[C@@H]1CO | i | 2.1 |
| CC1C(=O)N(Cc2cn(Cc3ccco3)nn2)CCS(=O)(=O)N1Cc1ccc(-c2cccc(CO)c2)cc1 (stereo not given) | i | 0.4 |
| CC(=O)Oc1ccc(-c2ccc(C(=O)OCC(=O)c3c(N)n(C)c(=O)n(C)c3=O)cc2)cc1 | i | 1.5 |
| C[C@H]1CN([C@@H](C)CO)S(=O)(=O)c2ccc(-c3ccc(C#N)cc3)cc2O[C@H]1CN(C)C(=O)CN(C)C | i | 1.5 |
| COc1ccc(CNC(=O)Cn2cnc3c(OCc4ccccc4)ncnc32)cc1 | i | 1.1 |
| Cc1ccc(OCC(=O)OCC(=O)NC2CCS(=O)(=O)C2)cc1C (stereo not given) | i | 3.0 |

Exported as labelled records: part of the list above
CCc1nc2ccc(C(=O)NCc3ccc(OC)cc3)cn2c1N(CC)Cc1cccc(Br)c1
  Myeloid diff MLP: i; Myeloid diff MLP GFP+ MAC1+ %: 1.1
CCOC(=O)C1=CCN(S(=O)(=O)c2cccc(Cl)c2)C1c1ccccc1 (stereo not given)
  Myeloid diff MLP: i; Myeloid diff MLP GFP+ MAC1+ %: 0.9
COc1ccc(/C=C/C(=O)OCC(=O)N(C)c2c(N)n(Cc3ccccc3)c(=O)[nH]c2=O)cc1OC
  Myeloid diff MLP: i; Myeloid diff MLP GFP+ MAC1+ %: 0.5
COc1cccc(C(=O)NCCN2CCC(n3c(=O)[nH]c4ccccc43)CC2)c1
  Myeloid diff MLP: i; Myeloid diff MLP GFP+ MAC1+ %: 1.3

Next compounds
| Structure | Myeloid diff MLP | Myeloid diff MLP GFP+ MAC1+ % |
| --- | --- | --- |
| Cc1nc(C(F)(F)F)ccc1C(=O)N1CCC1(C)C(=O)NS(=O)(=O)c1ccccc1 (stereo not given) | i | 1.6 |
| CC(C)(C)c1cc(NC(=O)COC(=O)c2ccccc2)n(-c2ccccc2)n1 | i | 0.4 |
| CCOC(=O)c1ccccc1NC(=O)CSc1nc2c(sc(=S)n2CC)c(=O)[nH]1 | i | 2.6 |
| COc1cccc(NC(=O)CN(C)C(=O)C2=COCCO2)c1 | i | 0.4 |
| CC1(C(=O)NS(=O)(=O)c2ccccc2)CCN1C(=O)COc1ccc(Cl)cc1 (stereo not given) | i | 1.0 |
| CCCN(CCC)C(=O)C(c1ccccc1)C1(O)CCCCC1 (stereo not given) | i | 0.4 |
| COc1ccc(OC)c(NC(=O)COC(=O)CCc2ccc(S(=O)(=O)N3CCOCC3)cc2)c1 | i | 1.2 |
| COc1ccc(CC(=O)NCc2ccccc2F)cc1S(=O)(=O)N1CCOCC1 | i | 0.6 |
| CCN(CC)S(=O)(=O)c1cccc(NC(=O)CN2C(=O)NC3(CCOc4ccccc43)C2=O)c1 (stereo not given) | i | 0.9 |
| CC1(C(=O)NCc2ccccc2)CN(S(C)(=O)=O)CC(=O)N1C1CCN(Cc2ccccc2)CC1 (stereo not given) | i | 3.9 |
| CCC/C(C#Cc1ccc(N(C)C)cc1)=C1/c2ccccc2C(=O)N1c1ccccc1 | + | 12* |
| COC(=O)[C@@]1(Cc2ccc(F)cc2)[C@H]2c3cc(C(=O)N(C)C)n(Cc4ccc(Cl)c(C(F)(F)F)c4)c3C[C@H]2CN1C(=O)c1ccccc1 | i | 0.7 |
| C=CC[C@@H](CC(=O)NCCO)C(=O)N[C@H](C)COC(=O)[C@@H](CC=C)CC(=O)OC(C)(C)C | i | 0.7 |
| O=S(=O)(c1ccccc1)C(Br)S(=O)(=O)c1ccccc1 | i | 1.2 |
| O=C1CN(C(=O)COC(=O)[C@@H]2CC(O)CN2S(=O)(=O)c2ccc(Cl)cc2)c2ccccc2N1 (stereo not given in full) | i | 1.0 |
| CCCN(CC(=O)Nc1cc(C)on1)CC(=O)Nc1ccccc1C | i | 1.5 |
| COC(=O)c1c(C)[nH]c(C(=O)COC(=O)CCc2ccc(OC)c(OC)c2)c1C | i | 0.5 |
| Cc1cc(-c2ccc(F)cc2)n2ncc(-c3ccccc3)c2n1 | i | 0.6 |
| O=C(NCc1ccc(F)cc1)c1cc(C2CCCCN2C(=O)c2cccs2)on1 (stereo not given) | i | 1.6 |
| C[C@H]1CN([C@@H](C)CO)C(=O)c2cc(Br)cnc2O[C@H]1CN(C)C(=O)c1ccc2c(c1)OCO2 | i | 1.0 |
| Cc1noc(C)c1NC(=O)Nc1ccc2c(c1)C(=O)N([C@@H](C)CO)C[C@@H](C)[C@@H](CN(C)Cc1ccc3c(c1)OCO3)O2 | i | 1.0 |
| COc1ccc(Cc2c(-c3ccc(OC)c(OC)c3)nc3cc(C)c(Br)c(C)n23)c(C)c1 | i | 0.6 |
| CCN1CCN(C(=O)/C=C/c2ccc(C(C)C)cc2)CC1 | i | 0.1 |
| CC[C@]12c3[nH]c4ccc(Cl)cc4c3CCN1C(=O)[C@@H](CC(=O)NCCC1=CCCCC1)C[C@@H]2C(=O)N1CCN(C(=O)c2ccco2)CC1 | i | 0.4 |
| CC(C)CC1C(=O)N(Cc2cn(CCC3OCCCO3)nn2)CCS(=O)(=O)N1Cc1ccc(-c2ccncc2)cc1 (stereo not given) | i | 0.2 |
| O=C1NC(=S)NC1(c1ccccc1)c1ccccc1 | i | 1.1 |
| O=C(COC(=O)COc1ccccc1)NC1CCS(=O)(=O)C1 (stereo not given) | i | 1.1 |
| c1ccc(C2=NCCCO2)cc1 | i | 1.1 |
| CC1([N+](=O)[O-])COC(C=Cc2ccccc2)OC1 (stereo not given) | i | 0.6 |
| Cn1c(N)c(C(=O)CSc2nnc(NC3CCCCC3)s2)c(=O)n(C)c1=O | i | 0.7 |
| O=C(CC[C@H]1O[C@@H](n2ccc(=O)[nH]c2=O)[C@H](O)[C@@H]1O)N[C@H](Cc1ccccc1)C(=O)NCC1CCCO1 (stereo not given in full) | i | 0.7 |
| C[C@H]1CN([C@@H](C)CO)C(=O)CCCn2nncc2CO[C@@H]1CN(C)Cc1ccc(-c2ccccc2)cc1 | i | 1.0 |
| COC(=O)[C@]1(Cc2ccccc2)N[C@H](CN(C)S(=O)(=O)c2ccc(C(F)(F)F)cc2)[C@@H]2C(=O)N(Cc3ccccc3)C(=O)[C@@H]21 | i | 0.8 |
| C#CCn1c2ccccc2c(=O)n1CCOc1ccccc1OC | i | 1.9 |
| CCNc1nc(NCC)nc(N2CC(=O)N(CC(=O)OCC)C2=N)n1 | i | 1.2 |
| O=C(CCN1C(=O)CSc2ccccc21)Nc1cccc(C(F)(F)F)c1 | i | 0.7 |
| CC(C)Oc1cc(F)ccc1-c1cc(C(=O)NC2CCCCC2)[nH]n1 | i | 1.5 |
| C=CCC1[C@H](C)[C@H]2[C@@H]3CC[C@@H](C3)[C@H]2CN1S(=O)(=O)c1ccc(C)cc1 (stereo not given in full) | i | 1.7 |
| CN1C[C@@H]2[C@@H]3C(=O)N(Cc4ccccc4)C(=O)[C@@H]3[C@](C)(C1=O)N2C(=O)c1ccc(Cl)cc1 | i | 0.5 |
| COc1ccc(C(=O)COC(=O)c2n[nH]c3ccccc23)c(OC)c1 | i | 0.9 |

One compound at a time, from the list above. Order of screens: Myeloid diff MLP	Myeloid diff MLP GFP+ MAC1+ %
`O=C(COC(=O)COc1ccccc1)NC1CCS(=O)(=O)C1` (stereo not given) reads i	1.1
`CCNc1nc(NCC)nc(N2CC(=O)N(CC(=O)OCC)C2=N)n1` reads i	1.2

New compounds follow:
| Structure | Myeloid diff MLP | Myeloid diff MLP GFP+ MAC1+ % |
| --- | --- | --- |
| Cc1cnc(NC(=O)c2cc(-c3ccccc3)nn2-c2ccccc2)s1 | i | 0.4 |
| COc1ccc(CNC(=O)c2[nH]c(C(F)(F)F)nc2-c2ccccc2)cc1 | i | 1.0 |
| COc1ccc(CN(C)C(=O)Cn2cnc3c(NCc4ccccc4)ncnc32)cc1OC | i | 0.9 |
| Cc1ccccc1C(N)=O | i | 1.5 |
| CCn1nc(C(=O)NNS(=O)(=O)c2ccc(C)cc2)c2ccccc2c1=O | i | 1.6 |
| CC1(C(=O)NCc2cccc3ccccc23)CCN1Cc1cc2ccccc2o1 (stereo not given) | i | 1.4 |
| COc1cccc(C(=O)OCC(=O)Nc2cc(C)on2)c1OC | i | 0.4 |
| COc1ccc(OCCC(=O)OCC(=O)Nc2cccc(S(=O)(=O)N3CCCCC3)c2)cc1 | i | 0.3 |
| Cc1ccc([C@@H]2CC=C(C(=O)O)[C@H](c3ccccc3)N2S(=O)(=O)c2ccccc2C)cc1 | i | 1.1 |
| O=C(O)CC1CC(O)CCC1=O (stereo not given) | i | 0.9 |
| COc1ccc(CN2CCNC(=O)C2CC(=O)N(C)C2CCCCC2)cc1OC (stereo not given) | i | 2.0 |
| O=C(CCNC(=O)c1ccc(Cl)cc1)NCc1ccco1 | i | 0.4 |
| COc1cc(C(=O)N2CCC(C(N)=O)CC2)ccc1OCc1c(C)noc1C | i | 1.2 |
| CC(C)(C)S(=O)N1Cc2cc(CO)ccc2[C@H]1CCO (stereo not given in full) | i | 0.8 |
| CC(=O)Nc1cc2c(cc1[N+](=O)[O-])-c1ccc(F)cc1C2 | i | 1.0 |
| CCc1nc2c(OCc3ccc(Cl)cc3)cccn2c1N(C=O)Cc1ccc(OC)cc1 | i | 0.9 |
| CC(Sc1nc2ccccc2c(=O)n1CCCN1CCOCC1)C(=O)N1CCc2ccccc21 (stereo not given) | i | 0.6 |
| COC(=O)c1cc(=O)nc(NN=C2CCCCC2)s1 | i | 0.6 |
| CC(CNC(=O)CCCn1c(=O)c2cccn2c2cccnc21)c1ccccc1 (stereo not given) | i | 0.7 |
| O=C(O)c1ccc2c(c1)S(=O)(=O)c1cc(N3CCN(c4ncccn4)CC3)ccc1C2=O | i | 2.3 |
| CCC(CC)C(=O)N(C)c1c(C)nc2c(OCc3cccc(OC)c3)cccn12 | i | 1.6 |

Screening data as filed in PubChem.
